KB-3-1 tox = kills parental KB-3-1 adenocarcinoma cells | 400,000 tested, 1.4% active | Potency, µM (series often up to 46.1 µM), for the others: at the top dose activity change, negative = cytotoxic, most hits filed as cytotoxic | KB-3-1 viability, CellTiter-Glo ATP luminescence, 72 h | AID 1347075; further: potency means the concentration at half of the fitted maximal effect; on the % scale 0 is the no-effect control and ±100 the full control effect; nearly all actives have a fitted effect of over 60% in size
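72 h, 37 °C compound treatment of KB-3-1 parental cells; CellTiter-Glo added, 10 min, luminescence read. Data corrected against DMSO-only plates and normalized before curve fitting.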
HT1080 IDH1KD tx = kills HT-1080 cells with IDH1 knockdown; AID 686971; 360,000 tested, 2% active; HT-1080 IDH1 knockdown viability, ATP luminescence, 48 h; Potency, µM (series often up to 46.1 µM), without a hit: at the highest dose activity, negative = toxicity, usual class: cytotoxic;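 further: potency means the concentration at half of the fitted maximal effect; 0% = DMSO wells and -100% = cell-free medium wells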
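IDH1KD HT-1080 cells, 750/well, RPMI + 5% FBS; compound pinned after 2 h settling; 48 h, 37 °C; CellTiter-Glo luminescence; % activity normalised to DMSO and no-cell wells; curves fitted, classed by r2 and efficacy.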
HT1080NT lethal = kills 2HG-producing HT-1080-NT fibrosarcoma cells. AID 686970. Potency, µM (doses to about 46.1 µM), inactives show top-dose activity, negative = less viability, most hits filed as cytotoxic. 360,000 tested, 1.6% active. HT-1080-NT fibrosarcoma viability, CellTiter-Glo ATP luminescence, 48 h;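 further: NT is the 2HG producing partner of a matched IDH1 knockdown line; potency means the concentration at half of the fitted maximal effect; 0% = DMSO-treated cells and -100% = media-only wells without cells; nearly all actives have a fitted effect of over 55% in size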
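Luminescent CellTiter-Glo readout after 48 hours of compound exposure at 37 degrees C defined viability of HT-1080-NT cells. Activity was normalized to DMSO wells and cell-free media wells; concentration-response curves were fitted and assigned curve classes.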
ATXN2 expr inh = reduces ATXN2 reporter expression in HEK-293 cells; HEK-293 ATXN2-luciferase reporter, luminescence, 24 h; Potency, µM (top dose mostly 57 µM), for inactives: at the top dose activity change, negative = inhibition, actives largely listed as inhibitors; 360,000 tested, 0.72% active; further: potency means the concentration at half of the fitted maximal effect; on the % scale 0 is the no-effect control and ±100 the full control effect; nearly all actives have a fitted effect of over 55% in size
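qHTS (up to 57 uM final) was run with 24 h compound exposure of reporter cells at 37 °C. Each well was multiplexed: SteadyGlo luminescence measured ATXN2-luciferase expression after a fluorogenic Gly-Phe-AFC viability readout (25 uM final).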
IL1B secr inh = inhibitors of inflammasome signaling (IL-1 beta secretion); THP-1 LPS/ATP IL-1B secretion, AlphaLISA, 16 h; hits give low values; activity change, % at 57.5 µM; 360,000 tested, 4.7% active; AID 743279; in the data active means activity change below about -50%; inconclusive means mostly about -30% to -49%; further: on the % scale 0 is the no-effect control and ±100 the full control effect
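THP-1 cells pretreated 1 hr with compounds (up to 57.5 uM final), then stimulated with LPS (250 ng/mL final) plus ATP (1.25 mM final); secreted IL-1B measured by AlphaLISA after 16 hr, decreased signal indicating inhibition.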
KB-V1 MDR tox = kills drug-selected multidrug resistant KB-V1 cells. KB-V1 MDR cells viability, CellTiter-Glo, 72 h. Potency, µM (top dose mostly 46.1 µM), for inactives: top-dose activity change, negative = cytotoxicity, actives largely listed as cytotoxic. 400,000 tested, 3.4% active; further: potency means the concentration at half of the fitted maximal effect; on the % scale 0 is the no-effect control and ±100 the full control effect; nearly all actives have a fitted effect of over 60% in size
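Drug-selected KB-V1 cells, grown in DMEM lacking phenol red with 10% FBS, receive compound titrations; after three days at 37 degrees C, surviving cell ATP is quantified by CellTiter-Glo luminescence and responses normalized and curve-fitted.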
MCF10A rereplic = DNA re-replication induction in MCF 10a cells. Potency, µM (series often up to 46.1 µM), for the others: top-dose activity, positive = re-replication, most hits filed as activators. MCF 10A DNA re-replication, Hoechst nuclear intensity, 48 h. 350,000 tested, 2.9% active; further: potency means the concentration at half of the fitted maximal effect; % of control where 0% means no effect; nearly all actives have a fitted effect of over 50% in size
SW480 rereplic = DNA re-replication induction in SW480 cells; SW480 DNA re-replication, Hoechst DNA content imaging, 48 h; Potency, µM (top dose mostly 46.1 µM), without a hit: top-dose re-replication activation, most hits filed as activators; 340,000 tested, 1.8% active; AID 624297; further: potency means the concentration at half of the fitted maximal effect; % of control where 0% means no effect; nearly all actives have a fitted effect of over 55% in size
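Readout is total intensity of Hoechst-stained nuclei, excited at 405 nm and collected at 500-530 nm. Compound treatment lasted 48 hr at 37 C in 5% CO2 before staining.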
S2 tox = reduces viability in counter-screen for ATXN expression inhibitors. S2 cells (HEK-293 line with an ATXN2-luciferase reporter) viability, CellTiter-Fluor protease fluorescence, 24 h. Potency, µM (top dose mostly 56.7 µM), usual class: cytotoxic. 400,000 tested, 0.49% active. AID 651635; further: potency means the concentration at half of the fitted maximal effect; nearly all actives have a fitted effect of over 40% in size
* marks the source's active call; other numbers are inactive results; i = inactive; ? = inconclusive; . = not tested or not shown; [ ] = dose if it differs, or a comment. Unless noted, the call rests on the fitted dose curve; in most records, active means well fitted curve in the direction sought with a large enough effect; inconclusive means small, poorly fitted or top-dose-only effect, or another doubt; inactive means no such curve, though single readings can be large; an effect the other way counts as inactive or inconclusive.

compound,KB-V1 MDR tox,ATXN2 expr inh,HT1080 IDH1KD tx,MCF10A rereplic,IL1B secr inh,HT1080NT lethal,KB-3-1 tox,S2 tox,SW480 rereplic
CC(C)C[C@@H](COCc1ccc([N+](=O)[O-])cc1)N1CCN(C(=O)c2ccc(C(F)(F)F)cc2)CCC1=O,?,-8%,?,.,-24,-22%,?,?,.
COCCCN1C(=O)C(CC(=O)NCc2cccc3ccccc23)CC(C(=O)N2CCOCC2)=C1C (stereo not given),6%,-2%,20%,.,16,18%,0%,i,.
O=S1(=O)CCN(Cc2ccncc2)CC1,19%,.,20%,.,8,9%,?,i,.
CO/N=C/C(C#N)=C/c1ccc(OC)c(OC)c1,-8%,2%,13%,-5%,-3,15%,?,i,-5%
CCC(=O)N1CCc2cc(S(=O)(=O)NC(C(=O)NCc3ccccc3)C(C)C)ccc21 (stereo not given),2%,-9%,-17%,1%,17,-10%,0%,i,1%
CN(Cc1ccc(Cl)cc1)C(=O)c1ccccc1SCC(=O)N1CCCC1,-7%,-6%,0%,14%,-6,3%,12%,i,-3%
Cn1cccc1C(=O)NC(=O)COC(=O)CNC(=O)CNC(=O)c1ccc(Cl)cc1Cl,3%,-3%,-9%,-10%,25,-3%,1%,i,0%
COc1cc2c(cc1OC)CN(C(=O)c1cccc(S(=O)(=O)N(C)C)c1)CC2,0%,-12%,6%,-5%,10,0%,0%,i,-5%

Filtered by structure: those above containing a carbonyl joined to an NH by a bond outside any ring.
compound,KB-V1 MDR tox,ATXN2 expr inh,HT1080 IDH1KD tx,MCF10A rereplic,IL1B secr inh,HT1080NT lethal,KB-3-1 tox,S2 tox,SW480 rereplic
COCCCN1C(=O)C(CC(=O)NCc2cccc3ccccc23)CC(C(=O)N2CCOCC2)=C1C (stereo not given),6%,-2%,20%,.,16,18%,0%,i,.
CCC(=O)N1CCc2cc(S(=O)(=O)NC(C(=O)NCc3ccccc3)C(C)C)ccc21 (stereo not given),2%,-9%,-17%,1%,17,-10%,0%,i,1%
Cn1cccc1C(=O)NC(=O)COC(=O)CNC(=O)CNC(=O)c1ccc(Cl)cc1Cl,3%,-3%,-9%,-10%,25,-3%,1%,i,0%

Next part
compound,KB-V1 MDR tox,ATXN2 expr inh,HT1080 IDH1KD tx,MCF10A rereplic,IL1B secr inh,HT1080NT lethal,KB-3-1 tox,S2 tox,SW480 rereplic
Cc1nc(Nc2ccc(Br)cc2Br)c([N+](=O)[O-])c(=O)[nH]1,?,-8%,.,?,.,.,0%,i,0%
COCCN1CC(C(=O)NCCc2nc(C)c(C)s2)CCC1=O (stereo not given),?,9%,18%,-2%,6,4%,?,i,-9%
COc1ccc(-c2nc3ccc(Cl)cn3c2NC2CCCCC2)cc1SC1CCCCC1,-9%,5%,16%,16µM*,-58*,9%,?,i,-1%
CCCCN(C)C(=O)c1cc2c(s1)-c1ccccc1S(=O)(=O)C2,-12%,13%,2%,24%,-13,3%,-3%,i,-4%
COc1cccc(C(C(=O)NCC2CCCO2)N(C(=O)Cn2nnc3ccccc32)c2ccc(NC(C)=O)cc2)c1 (stereo not given),8%,0%,7%,-6%,-63*,6%,?,i,-12%
COc1cc(NC(=O)CSCC(=O)Nc2cccc(C(F)(F)F)c2)c(Cl)cc1Cl,?,?,?,3%,-62*,?,-6%,?,16%
COC(=O)c1ccc(NC(=O)CNC(=O)C2CCCCC2)c(C)c1,-26%,-11%,-3%,1%,24,16%,-4%,i,-3%
O=C(c1cc(-c2ccccc2)n[nH]1)N1CCc2c([nH]c3ccccc23)C1c1ccccn1 (stereo not given),-20%,?,?,?,-65*,?,?,?,?
Cn1nnnc1SCc1ccccc1[N+](=O)[O-],0%,7%,6%,0%,-1,1%,-13%,i,-4%
OCC[C@@H]1C[C@@H](O)[C@H](O)[C@@]2(CCCc3ccccc3O2)O1,1%,2%,7%,-12%,31,-1%,20%,i,-8%
Cc1nn2c3c(cnc2c1-c1ccccc1)C(=O)CCC3,0%,35%,10%,1%,-3,-3%,-19%,i,-5%
C/C(=N/NC(=O)CNS(=O)(=O)c1ccccc1)c1ccc(Br)cc1,7%,-13%,-8%,-1%,-22,-2%,3%,i,-5%
Cc1ccc(S(=O)(=O)N2CCCCC2)cc1NC(=O)c1ccc2c(c1)OCO2,?,-4%,-3%,-2%,-3,-1%,-2%,i,-4%
CC(CC(=O)Nc1ccc(Cl)c(S(=O)(=O)N2CCOCC2)c1)c1ccccc1 (stereo not given),2.1µM*,-29%,-13%,?,-18,18µM*,4.6µM*,?,14%
Oc1[nH]c2ccccc2c1/C=N/c1nccs1,?,44%[activator],0%,1%,-1,-14%,-1%,?,3%
CCOC(=O)C1CCN(c2c(C(=O)c3ccc(OCC)cc3)cnc3ccc(OC)cc23)CC1,?,?,.,.,.,.,-8%,?,.
Cc1ccsc1/C=N/n1c(=S)[nH]nc(C)c1=O,-7%,-23%,21%,0%,2,11%,?,i,1%
CCN(c1cccc(C)c1)C(CNS(=O)(=O)c1ccccc1)c1ccccc1 (stereo not given),-24%,?,.,.,.,.,-2%,?,.
NC(=S)N/N=C/c1coc2ccc(O)cc2c1=O,-8%,.,-1%,7%,11,-11%,0%,i,0%
CC(C)Oc1ccc(S(=O)(=O)N2CCCCC2)cc1NC(=O)C1CSC2(C)CCC(=O)N12 (stereo not given),-1%,-9%,0%,13%,-8,-8%,-1%,i,9%
CC(C)(C)OCC(O)CN1CCN(C(=O)c2ccccc2)CC1 (stereo not given),9%,-7%,17%,-2%,-9,16%,3%,i,-2%
CCOc1ccc2nc(N3CCCC(C(=O)NCCCN4C(C)CCCC4C)C3)sc2c1 (stereo not given),-7%,11%,?,?,-70*,?,-16%,?,?
CCOc1cccc(OCCCn2c(-c3ccc(Br)cc3)nc3ccccc3c2=O)c1,?,-13%,.,.,.,.,3%,i,.
COCCn1c(SCC(=O)N2CCCCC2)nc2cccnc21,-6%,0%,6%,-1%,-3,14%,-2%,i,0%
Cc1cc(=O)[nH]c2ccc(Cl)cc12,?,-10%,2%,0%,38,4%,2.3µM*,i,-3%
N=c1c(S(=O)(=O)c2ccc(Cl)cc2)cc2c(=O)n3ccccc3nc2n1CCN1CCOCC1,13µM*,1%,2%,22%,-8,12%,28%,i,12%
COc1ccc(Nc2ccc([N+](=O)[O-])cn2)cn1,8%,.,4%,-3%,-6,5%,0%,i,-8%
CCOCCCN1CC(C(=O)NCc2ccc3c(c2)OCO3)CC1=O (stereo not given),3%,-20%,8%,-1%,2,2%,5%,i,-1%
COc1ccc(NC(=O)CSc2nnc(CC(=O)Nc3ccc(F)cc3)n2C)cc1,3%,-20%,-15%,0%,43,-28%,-1%,i,-5%
CC(C)(C)NC(=O)CSc1nnc(-c2ccncc2)o1,-27%,5%,2%,1%,8,9%,0%,i,-5%
Cc1nnc(NCCO)c2ccccc12,-1%,3%,1%,-13%,0,-12%,-4%,i,?
CCCCNC(=S)N1CCN(c2ccccc2Cl)CC1,?,-16%,5%,17%,-58*,13%,-7%,i,-1%
CCCC/C(O)=C1\C(=O)CCCC1=NCCc1c(C)[nH]c2ccc(OC)cc12,-4%,-9%,-13%,-2%,-25,3%,-5%,?,-2%
CCOC(=O)c1c(C)nc2c(c1C)c(=O)oc1ccccc12,2%,29%,13%,24%,7,?,1%,i,1%
CCc1ccccc1N(CC)C(=O)CCc1nc(-c2ccc(C)cc2)no1,-20%,-6%,-14%,?,?,-10%,?,i,6%
O=C(CN1CCS(=O)(=O)CC1)N/N=C/c1cccc(C(F)(F)F)c1,21%,1%,1%,-2%,-17,-1%,-2%,i,-6%
CCCc1c(C(=O)Nc2ccc(F)cc2C)cnn1-c1ccccc1,-17%,-30%,0%,1%,?,26%,-16%,i,-4%
FC(F)(F)c1cc(N2CCN(Cc3ccccc3)CC2)c2ccccc2n1,1%,4%,-3%,-12%,15,1%,-6%,i,10%[9.22 µM]
O=C(CSCc1ccccc1)N=Nc1c(O)[nH]c2ccccc12,?,38%,-12%,4%,-3,-2%,4%,i,.
CN1C(=O)N(C)C2CC1N(C)C(=O)N2C,0%,4%,0%,0%,2,-3%,-6%,i,10%
Cc1cc(C(=O)N/N=C/c2ccc(C)o2)c2ccccc2n1,?,-7%,?,1.8µM*,52,3.3µM*,1.3µM*,?,5.8µM*
O=C(CCS(=O)(=O)c1cc2c(cc1Cl)NC(=O)CO2)NCc1ccc(F)cc1,3%,8%,-3%,-1%,3,-14%,-7%,i,1%
COc1cccc(CNC(=O)c2ccc(C)c(S(=O)(=O)N3CCCCC3)c2)c1,?,-12%,-11%,?,-58*,-7%,-18%,?,0%
Cc1ccc2c(c1)N(C(=O)CCC(=O)Nc1ccc(F)cc1F)CC(C)O2 (stereo not given),-14%,-9%,.,.,.,.,-8%,i,.
Cc1ccc(S(=O)(=O)NC(CC(=O)n2nc(C)cc2C)c2ccccc2)cc1 (stereo not given),16%,3%,1%,7%,6,3%,11%,i,1%
O=C(/C=C/c1ccc([N+](=O)[O-])cc1)c1cccnc1,-29%,-16%,?,?,-14,-8%,-12%,i,?
Cc1cc(N2CCN(c3ccc(C(F)(F)F)cc3[N+](=O)[O-])CC2)c2ccccc2n1,-19%,.,?,?,-28,?,?,.,-1%
Cc1csc(C(C)N(C)C(=O)c2ccc(OC3CCN(Cc4ccccn4)CC3)cc2)n1 (stereo not given),?,-16%,-6%,-5%,i,-8%,-10%,i,-7%
COc1ccc(C2CC(C(F)(F)F)n3nc(C(=O)NCc4c(C)nn(C)c4C)c(Cl)c3N2)cc1 (stereo not given),6.5µM*,?,-15%,0%,-11,?,?,i,-4%

Screening data (PubChem BioAssay)
